Bioassay records: PubChem BioAssay, Broad Institute
S100A4 MyoIIA: blocks human S100A4 binding to myosin IIA peptide; S100A4/TAMRA-MyoIIA peptide fluorescence polarization; 360,000 compounds, 0.14% hits; inhibition, % at 10.7 µM;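 active = mean inhibition of at least 70% across replicates, with every replicate also reaching that level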
Target sequence (P26447 whole entry, looked up): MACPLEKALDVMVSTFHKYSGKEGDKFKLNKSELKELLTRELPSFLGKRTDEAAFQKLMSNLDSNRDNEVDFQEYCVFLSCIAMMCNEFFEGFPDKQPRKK
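Material: S100A4 monomer (human). Medium: Calcium-containing HEPES buffer, pH 7.2. Probe or stimulus: labelled myosin peptide probe, 5 nM. Compound dosing: one concentration per compound. Timing: polarization read 5 min after assay mix addition, stable 5–60 min. Benchmarks: DMSO as neutral control, TFP as positive control.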
FN deposition inh: fibronectin deposition inhibition | AH1F fibroblasts, Alexa488-fibronectin deposition fluorescence, overnight | inhibition, % at 12.6 µM | 350,000 compounds, 0.086% hits | AID 743247;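 active = mean inhibition across replicates of 30% or more, regardless of how many single replicates reach that level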;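 note: positive control wells lacked labelled fibronectin entirely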
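Assay system: AH1F fibroblast monolayer, labelled fibronectin deposition. Amount: 10000 cells per well. Also added: labelled fibronectin 24 nM. Compound: single-point pinned compound. Incubation: cell attachment 1 h, compound and FN exposure overnight. Detection: fluorescence after three HBSS washes, excitation 485 nm, emission 525 nm. Read-out: inhibition of fibronectin deposition signal.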
CASP6 VEID inh: blocks human caspase-6 cleavage activity. 350,000 compounds, 0.53% hits. inhibition, % at 12.5 µM. purified caspase-6, Z-VEID-R110 cleavage fluorescence. P55212;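 active = mean inhibition across replicates at least about 35%, with every replicate also reaching that limit, limit read from the data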;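 note: 0% = median of neutral control wells and 100% = no fluorescence left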
Target sequence (P55212 24-179 limits assumed): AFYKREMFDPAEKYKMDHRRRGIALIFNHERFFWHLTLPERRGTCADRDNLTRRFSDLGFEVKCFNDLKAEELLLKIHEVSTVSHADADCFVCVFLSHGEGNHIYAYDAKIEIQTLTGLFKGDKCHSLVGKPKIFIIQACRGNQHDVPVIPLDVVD
Target sequence (P55212 194-293 limits assumed): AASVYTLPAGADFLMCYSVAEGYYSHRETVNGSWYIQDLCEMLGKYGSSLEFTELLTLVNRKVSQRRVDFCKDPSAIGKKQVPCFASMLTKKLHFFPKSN
Statin myotox sup: suppressors of simvastatin-induced myotoxicity in C2C12 myotubes. ATP luminescence, 48 h; scaled: DMSO 0, geranylgeraniol control 100. rescue of ATP level, % at 7.49 µM. 330,000 compounds, 0.78% hits. AID 602340;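 active = mean ATP rescue above about 67%, or every replicate alone reaching that limit, limit read from the data, passing the limit was not always enough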;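 note: myotubes were challenged with 10 µM simvastatin during compound exposure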
esBAF inh: inhibitors of esBAF chromatin remodeling in mouse ES cells; Bmi1-luciferase knock-in reporter, 24 h; 100% = twice the neutral-well signal; reporter increase, % at 12.5 µM; 350,000 compounds, 2% hits; AID 602393; in the data active = activation above about 40%;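 note: 0% = median of the plate's neutral control wells and 100% = double that signal; a rise in the Bmi1 reporter signal indicates esBAF inhibition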
LGR2 antag: blocks bursicon-induced cAMP signaling via Drosophila LGR2. 380,000 compounds, 0.35% hits. HEK293 LGR2, CRE-luciferase, bursicon-stimulated, 4 h. inhibition, % at 9.99 µM;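 active = drop in luminescence signal, shown as inhibition above about 50% in the replicate tests, limit read from the data, passing the limit was not always enough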;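 note: agonist challenge used bursicon conditioned medium at about half maximal strength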
SIRT5 block: blocks human SIRT5 desuccinylation of peptide | 330,000 compounds, 1.1% hits | Purified SirT5, succinyl-peptide AMC, trypsin-coupled fluorescence | inhibition, % at 15 µM; in the data active = inhibition above about 15%
Target sequence (Q9NXA8 whole entry, looked up): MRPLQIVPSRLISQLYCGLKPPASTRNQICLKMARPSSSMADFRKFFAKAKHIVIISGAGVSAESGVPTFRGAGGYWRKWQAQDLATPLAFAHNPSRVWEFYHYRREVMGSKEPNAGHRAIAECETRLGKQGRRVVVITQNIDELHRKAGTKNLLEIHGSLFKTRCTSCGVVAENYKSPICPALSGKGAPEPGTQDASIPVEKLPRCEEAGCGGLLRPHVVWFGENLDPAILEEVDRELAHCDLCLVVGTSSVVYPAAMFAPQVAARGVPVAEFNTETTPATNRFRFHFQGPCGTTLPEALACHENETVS
The depositor's hits bear a star; · = not tested or not shown; & = joins results of further samples. These rows are one share of the data; rates above refer to the full screens.

#	smiles	S100A4 MyoIIA	FN deposition inh	CASP6 VEID inh	Statin myotox sup	esBAF inh	LGR2 antag	SIRT5 block
1	C=CCN(c1ccc(C(=O)NCCCn2ccnc2)cc1)S(C)(=O)=O	0	-3	-30	-32	-9	0	0
2	COc1ccc(C(=O)CC(=O)C(=O)Nc2cc(OC)c(OC)c(OC)c2)cc1	-4	-1	-1	4	1	-3	-2
3	O=C(c1cc2ccccc2o1)N1CCN=C1SCc1cccnc1	-4	3	0	11	11	·	1
4	CC(C)(NC(=O)c1cc(Cl)c2ccccc2c1O)C(=O)O	-2	14	4	2	-5	-9	-11
5	COc1ccc(-c2noc(CCC(=O)NCCCN3CCC(C)CC3)n2)cc1	·	·	·	-2	-7	-13	·
6	Cc1nn(CC(=O)Nc2ccc3nc4n(c(=O)c3c2)CCCC4)c(C)c1[N+](=O)[O-]	-6	0	3	16	2	12	3
7	CC(=O)c1ccc(Nc2nc(C(N)c3ccccc3)cs2)cc1 (stereo not given)	-8	30*	4	-30	21	-45	4
8	Cc1nc(C)c(C(=O)NCCC(c2ccccc2)c2ccccc2)o1	-2	15	1	·	·	32	-2
9	COc1cc(C2c3c(c(C)c(C)oc3=O)Oc3c(C)c(C)oc(=O)c32)ccc1OS(=O)(=O)c1ccc(C)cc1	-6	19	1	-92	-9	-45	·
10	CC1Cc2ccccc2N1C(=O)c1cc2cccnc2n(C)c1=O (stereo not given)	-1	8	2	3	6	-9	3
11	COCC(=O)NC[C@H]1[C@@H](c2ccccc2)[C@@H](CO)N1C(C)=O	-4	-2	0	10	-1	-10	-4
12	COc1ccc2c(c1)OC[C@H]1[C@@H]2N2C(=O)CNC(=O)[C@@]2(C)[C@H]1c1ccccc1	-1	-6	2	0	-1	-28	·
13	O=C(NCCN1CCCCC1)Nc1cccc(Cl)c1Cl	-74	-3	-7	2	1	-12	1
14	COc1ccc(OCc2cc(C(=O)N3CCN(CC4CC4)CC3)no2)c(Cl)c1	-6	-3	-5	12	39	-29	-2
15	O=C(Cc1c(Cl)cccc1Cl)OCc1ccccn1	-3	5	-2	2	49*	-26	3
16	CCCN1C(=O)c2cc(C(=O)Nc3ccc(OC)cc3OC)ccc2C1Nc1ccc(OC)cc1OC (stereo not given)	-16	-3	-2	·	·	·	0
17	CCc1noc(C)c1C(=O)N1CCN(S(=O)(=O)c2ccc(C(C)C)cc2)CC1	-7	1	0	0	1	-11	1
18	COc1ccc(NC(=O)Nc2ccc3c(c2)C(=O)N([C@H](C)CO)C[C@H](C)[C@@H](CN(C)C(=O)NC(C)C)O3)cc1	6&7	7&-3	1&-3	0&4	-3&-3	5&-1	-5&-2
19	O=S(=O)(NC1CCCCC1)c1ccc(Br)cc1	·	·	·	20	-6	-1	·
20	CCOC(=O)CN1C(=O)CC(c2ccc([N+](=O)[O-])cc2)C1=O (stereo not given)	0	-2	1	12	-12	4	1
21	COc1ccc(CCN2Cc3c(cccc3[N+](=O)[O-])C2=O)cc1OC	15	-1	2	1	0	-8	-2
22	O=C(CSc1ccccc1)Nc1cc(S(=O)(=O)N2CCOCC2)ccc1N1CCOCC1	-3	7	2	·	·	-9	-5
23	Cc1sc2ncn(CC(=O)NCC(=O)N(C)Cc3ccccc3)c(=O)c2c1C	·	0	·	26	-11	10	·
24	Cc1cccc(C)c1Nc1c(-c2ccccc2O)nc2ncccn12	1	3	-3	·	·	23	·
25	CCOC(=O)C1=C(CNCc2ccc(F)cc2)NC(=O)NC1c1cccc([N+](=O)[O-])c1 (stereo not given)	-1	15	4	7	3	1	-7
26	CC(C)NC(=O)N(C)C[C@@H]1Oc2ccc(NC(=O)Nc3ccc4c(c3)OCO4)cc2CC(=O)N([C@H](C)CO)C[C@@H]1C	6	12	3	-15	-2	-15	0
27	NC(c1csc(Nc2cc(NCc3ccco3)ncn2)n1)c1ccccc1Cl (stereo not given)	1	-7	3	-31	-8	-2	-2
28	O=C(NCc1ccc(-c2nc3ccccc3s2)cc1)c1ccco1	-5	0	-1	·	·	-40	-1
29	CC(NC(=O)c1ccc(C(=O)c2ccccc2)cc1)c1ccc(S(N)(=O)=O)cc1 (stereo not given)	-2	-1	1	-28	-5	-29	-6
30	CCn1c(=O)c(C(=O)NCCCc2ccccc2)c(O)c2ccccc21	-2	-3	-4	-1	-6	0	-15

The closing 5 compounds of the section above open the next one:
#	smiles	S100A4 MyoIIA	FN deposition inh	CASP6 VEID inh	Statin myotox sup	esBAF inh	LGR2 antag	SIRT5 block
26	CC(C)NC(=O)N(C)C[C@@H]1Oc2ccc(NC(=O)Nc3ccc4c(c3)OCO4)cc2CC(=O)N([C@H](C)CO)C[C@@H]1C	6	12	3	-15	-2	-15	0
27	NC(c1csc(Nc2cc(NCc3ccco3)ncn2)n1)c1ccccc1Cl (stereo not given)	1	-7	3	-31	-8	-2	-2
28	O=C(NCc1ccc(-c2nc3ccccc3s2)cc1)c1ccco1	-5	0	-1	·	·	-40	-1
29	CC(NC(=O)c1ccc(C(=O)c2ccccc2)cc1)c1ccc(S(N)(=O)=O)cc1 (stereo not given)	-2	-1	1	-28	-5	-29	-6
30	CCn1c(=O)c(C(=O)NCCCc2ccccc2)c(O)c2ccccc21	-2	-3	-4	-1	-6	0	-15
31	O=C(CNC(=O)c1ccco1)OCC(=O)c1ccc(Cl)cc1Cl	-51	2	2	2	-7	-16	6
32	C[C@@H]1CCCCO[C@H](CN(C)C(=O)Nc2ccc(C(F)(F)F)cc2)[C@H](C)CN([C@H](C)CO)C(=O)c2cc(NC(=O)CCC(F)(F)F)ccc2O1	-5	·	-4	·	0	6	-2
33	Cc1[nH]c2ccccc2c1C(=O)CSC(=S)N1CCCCC1	1	-8	0	·	·	-53	-4
34	COCC(=O)Nc1ccc2c(c1)[C@@H]1C[C@@H](CC(=O)NCCN3CCCCC3)O[C@@H](CO)[C@@H]1O2	-7	-10	2	-7	-1	-10	3
35	COc1ccc(C2NC(=O)CCC2[N+](=O)[O-])c(OC)c1 (stereo not given)	-2	-4	-2	-1	-3	12	-3
36	O=C(NCC1CCCO1)c1onc(CSc2ccccc2)c1C(=O)O (stereo not given)	-7	4	-3	-5	-3	-6	6
37	O=C(Nc1ccccc1)/C(=C\c1ccccc1)NC(=O)c1ccco1	2	7	3	·	·	4	-1
38	O=C1CCCC2=C1C(c1ccncc1)c1c(nc(SCc3ccccc3)[nH]c1=O)N2 (stereo not given)	·	-5	·	0	-4	·	·
39	O=C(Nc1ccc(S(=O)(=O)N2CCOCC2)cc1)c1ccc(S(=O)(=O)N2CCOCC2)cc1	1	6	1	8	5	7	1
40	CCOC(=O)Cc1csc(NC(=O)/C=C/c2ccc(Cl)cc2)n1	9	-3	1	·	·	-1	-6
41	C[C@@H]1CN([C@@H](C)CO)C(=O)c2cc(-c3ccccc3)cnc2O[C@H]1CN(C)C(=O)NC1CCCC1	0	-6	0	44	0	1	0
42	COc1cc2c(cc1OC)CN(Cc1cc(OC)c3c(c1)OCO3)CC2	-3	5	0	·	·	-19	13
43	O=C(C[C@@H]1C[C@H]2c3cc(NC(=O)C4CCC4)ccc3O[C@H]2[C@@H](CO)O1)NCCc1ccccc1	9	·	3	-1	-5	6	12
44	CC(=O)Oc1ccc(C(=O)Nc2cc(C)ccc2NC(=O)COc2ccccc2)cc1	1	·	-1	3	-5	·	-8
45	CNC[C@H]1Oc2cc(C3=CCCC3)ccc2S(=O)(=O)N([C@H](C)CO)C[C@@H]1C	·	-14	·	7	2	-15	·
46	Cc1csc(/N=C/N(C)C)c1C#N	6	-1	0	·	·	2	-6
47	O=C(COC(=O)Cn1cnc2ccccc21)NCCC1=CCCCC1	·	-10	·	-1	5	·	·
48	CN1CCC(n2[nH]c(-c3ccccc3)c(Cc3ccccc3)c2=O)CC1	-6	1	-7	2	-10	-22	·
49	COc1ccc(S(=O)(=O)N2CCC(C(=O)Nc3ccccc3N3CCCCC3)CC2)cc1OC	-7	11	-1	·	·	13	1
50	Cc1nc(NC(=O)C2CC2)sc1C(=O)N(C)C	·	6	·	3	-5	·	·
51	O=C1Nc2c(Cl)cc(Cl)cc2C1=O	-5	4	7	10	-1	-13	0
52	Cn1cnnc1SCC(=O)Nc1ccc(S(=O)(=O)N2CCCC2)cc1	10	·	5	-5	1	-6	0
53	CCOC(=O)C1=CN(Cc2cccc(F)c2)S(=O)(=O)N(C)C1c1ccc2ccccc2c1 (stereo not given)	1	-7	-3	6	-3	7	-2
54	Cc1cc(C)cc(NC(=O)CSc2ccccc2)c1	-2	-8	0	3	5	-45	-3
55	CCCC#Cc1cnc2c(c1)C(=O)N([C@@H](C)CO)C[C@@H](C)[C@H](CN(C)C(=O)C1CCCCC1)O2	·	·	·	8	-2	3	·
56	Cc1ccc(NC(=O)c2cc3cc(OC(F)(F)F)ccc3[nH]2)cc1	2	2	-2	·	·	·	-3
57	CN(CC(=O)Nc1cccc(F)c1)C(=O)c1cn(-c2ccccc2)nc1-c1ccc(Cl)cc1	-1	-9	-1	-30	9	13	-5
58	COC(=O)c1sccc1NC(=S)N1C(C)CCCC1C (stereo not given)	-24	6	3	-7	-4	-21	-8
59	O=S(=O)(c1ccccc1)N1C[C@@H]2[C@H](c3ccccc31)[C@@H](CO)N2Cc1ccc(F)cc1	2	·	-5	-21	-1	-1	1
60	Cc1nc2ccc(S(=O)(=O)NC(C(=O)Nc3nccs3)C(C)C)cc2s1 (stereo not given)	4	-5	1	-3	-2	-5	·
61	Cc1ccc(OCCOC(=O)c2cc(S(=O)(=O)N3CCCCC3)ccc2N2CCOCC2)cc1	-3	·	0	13	-28	-3	-4

Part of the list above in order of length of the SMILES, rising.
#	smiles	S100A4 MyoIIA	FN deposition inh	CASP6 VEID inh	Statin myotox sup	esBAF inh	LGR2 antag	SIRT5 block
35	COc1ccc(C2NC(=O)CCC2[N+](=O)[O-])c(OC)c1 (stereo not given)	-2	-4	-2	-1	-3	12	-3
6	Cc1nn(CC(=O)Nc2ccc3nc4n(c(=O)c3c2)CCCC4)c(C)c1[N+](=O)[O-]	-6	0	3	16	2	12	3
41	C[C@@H]1CN([C@@H](C)CO)C(=O)c2cc(-c3ccccc3)cnc2O[C@H]1CN(C)C(=O)NC1CCCC1	0	-6	0	44	0	1	0

Exported with two lines to a compound: entries from further up
Every second line gives: S100A4 MyoIIA	FN deposition inh	CASP6 VEID inh	Statin myotox sup	esBAF inh	LGR2 antag	SIRT5 block
55) CCCC#Cc1cnc2c(c1)C(=O)N([C@@H](C)CO)C[C@@H](C)[C@H](CN(C)C(=O)C1CCCCC1)O2
 : ·	·	·	8	-2	3	·
35) COc1ccc(C2NC(=O)CCC2[N+](=O)[O-])c(OC)c1 (stereo not given)
 : -2	-4	-2	-1	-3	12	-3
